# NadD block – blocks S. aureus nicotinate mononucleotide adenylyltransferase; purified NadD enzyme, colorimetric absorbance read-out; inhibition, % at 20 µM; 360,000 tested, 0.78% active; AID 602399; in the data active = inhibition above about 26%; also: some compounds past the cut are filed as inactive
# LMPTP inh – LMPTP (human) inhibition; recombinant LMPTP-A, OMFP fluorogenic substrate, fluorescence intensity; inhibition, % at 20 µM; 360,000 tested, 0.22% active; AID 651560;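 active = compounds that cut the enzyme signal by at least half of the control window in the single-dose screen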;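 also: plate controls were DMSO wells with enzyme plus substrate for no effect and substrate without enzyme for full effect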
#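 Test system – LMPTP-A enzyme · Amount – LMPTP-A at 0.625 nM final in the reaction · Buffer or medium – Bis-Tris pH 6.0, DTT, detergent · Reagent – OMFP 400 µM · Doses – single 20 µM dose · Schedule – reaction 50 min, room temperature, dark · Detection – fluorescence intensity of OMFP turnover product · Evaluation – percent inhibition versus substrate-only and uninhibited controls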
# SUMO1-SIM PPI – modulators of human SUMO1-mediated protein-protein interactions; SUMO1 binding to a labelled peptide, TR-FRET, 1 h; inhibition, % at 20 µM; 360,000 tested, 0.33% active; AID 602429; in the data active = inhibition above about 37%
# MT1-MMP act inh – blocks activation of human MT1-MMP; P50281; 360,000 tested, 0.061% active; GFP/RFP ratio change, % at 20 µM; HT1080 RFP-PRO-GFP cells, GFP/RFP ratio fluorescence, overnight; percent of plate control window, DMSO zero;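 active = GFP/RFP ratio change of at least 30% with cell ATP level not reduced by more than half and red fluorescence within 50% of control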; also: strong numbers were not always called active
#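 Test system: HT1080 RFP-PRO-GFP cells; Benchmarks: DMSO and RFP-L50D-GFP cell wells; Timing: cells overnight before dosing, compound overnight, 37 °C, 5% CO2; Compound: one 20 µM compound dose with 1% DMSO; Read-out: GFP/RFP fluorescence ratio.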
# Scp1 inh – inhibitors of human Scp-1 phosphatase; Q9GZU7; Recombinant Scp1, phosphopeptide, malachite green phosphate absorbance; inhibition, % at 20 µM; 340,000 tested, 0.88% active; AID 493091;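 active = inhibition above about 50% at 20 µM, limit read from the data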;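 also: plate controls were DMSO wells with enzyme for no effect and wells lacking enzyme for full effect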
#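 Incubation: 45 min enzyme reaction at room temperature / System: truncated SCP-1 phosphatase (76-261aa) / Reagent: Phospho 17-mer peptide substrate / Buffer or medium: Acidic Tris acetate buffer with magnesium and detergent / Signal: absorbance at 630 nm / Doses: one concentration, 20 µM, with 1.0% DMSO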
# Rpn11 inh – blocks the human proteasome subunit Rpn11. human 26S proteasome, Ub4-pepOG fluorescence polarization; 20S core pre-blocked with epoxomicin. 360,000 tested, 0.59% active. AID 588493. calls only at 20 µM;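 active = inhibition at 20 µM, scaled to each plate's controls, above about 33%, limit read from the data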
# SKN-1 inh – C. elegans SKN-1 inhibition; C. elegans VP596 Pgst-4::GFP/RFP ratio, acrylamide-induced, 24 h; inhibition, % at 21.8 µM; 360,000 tested, 0.49% active; AID 624304;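 active = interference check ratio from 0.5 to 1.5 plus GFP to RFP signal ratio inhibition reaching or exceeding a fixed threshold, cut at about 30% in these data, passing the limit was not always enough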; also: some compounds called inactive have numbers as strong as hits
# CendR NRP1 mod – NRP-1/CendR interaction modulation; O14786; FAM-RPARPAR peptide binding to NRP-1, fluorescence polarization; inhibition, % at 25 µM; 360,000 tested, 0.85% active;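 active = inhibition or corrected inhibition above about 18%, plus a signal ratio from 0.5 to 1.5, limit read from the data, passing the limit was not always enough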; also: strong numbers were not always called active
# STEP inh – blocks human striatal-enriched tyrosine phosphatase | P54829 | recombinant STEP, OMFP fluorogenic substrate, fluorescence | inhibition, % at 20 µM | 360,000 tested, 0.25% active | AID 588621;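 active = inhibition at 20 µM, scaled per plate between control wells, above about 37%, limit read from the data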;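 also: 0% = DMSO with enzyme and substrate and 100% = substrate only without enzyme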
#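 medium = Bis-Tris buffer pH 6.0, 2.5 mM DTT, 0.005% Tween 20 | test system = STEP (striatal-enriched tyrosine phosphatase) enzyme, cell-free | measure = normalized % inhibition | compound dosing = 20 µM, 1% DMSO | also added = 25 µM OMFP | schedule = reaction 20 min, ambient temperature | measured by = fluorescence read at 480 nm ex / 540 nm em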
# DNMT1 inh – DNMT1 (human) enzyme inhibition; P26358; DNMT1 molecular beacon, Hinp1I cleavage, fluorescence; inhibition (reported as % activation of signal), % at 10 µM; 360,000 tested, 0.83% active; in the data active = inhibition above about 50%
# Target sequence (P26358 504-1616 limits assumed): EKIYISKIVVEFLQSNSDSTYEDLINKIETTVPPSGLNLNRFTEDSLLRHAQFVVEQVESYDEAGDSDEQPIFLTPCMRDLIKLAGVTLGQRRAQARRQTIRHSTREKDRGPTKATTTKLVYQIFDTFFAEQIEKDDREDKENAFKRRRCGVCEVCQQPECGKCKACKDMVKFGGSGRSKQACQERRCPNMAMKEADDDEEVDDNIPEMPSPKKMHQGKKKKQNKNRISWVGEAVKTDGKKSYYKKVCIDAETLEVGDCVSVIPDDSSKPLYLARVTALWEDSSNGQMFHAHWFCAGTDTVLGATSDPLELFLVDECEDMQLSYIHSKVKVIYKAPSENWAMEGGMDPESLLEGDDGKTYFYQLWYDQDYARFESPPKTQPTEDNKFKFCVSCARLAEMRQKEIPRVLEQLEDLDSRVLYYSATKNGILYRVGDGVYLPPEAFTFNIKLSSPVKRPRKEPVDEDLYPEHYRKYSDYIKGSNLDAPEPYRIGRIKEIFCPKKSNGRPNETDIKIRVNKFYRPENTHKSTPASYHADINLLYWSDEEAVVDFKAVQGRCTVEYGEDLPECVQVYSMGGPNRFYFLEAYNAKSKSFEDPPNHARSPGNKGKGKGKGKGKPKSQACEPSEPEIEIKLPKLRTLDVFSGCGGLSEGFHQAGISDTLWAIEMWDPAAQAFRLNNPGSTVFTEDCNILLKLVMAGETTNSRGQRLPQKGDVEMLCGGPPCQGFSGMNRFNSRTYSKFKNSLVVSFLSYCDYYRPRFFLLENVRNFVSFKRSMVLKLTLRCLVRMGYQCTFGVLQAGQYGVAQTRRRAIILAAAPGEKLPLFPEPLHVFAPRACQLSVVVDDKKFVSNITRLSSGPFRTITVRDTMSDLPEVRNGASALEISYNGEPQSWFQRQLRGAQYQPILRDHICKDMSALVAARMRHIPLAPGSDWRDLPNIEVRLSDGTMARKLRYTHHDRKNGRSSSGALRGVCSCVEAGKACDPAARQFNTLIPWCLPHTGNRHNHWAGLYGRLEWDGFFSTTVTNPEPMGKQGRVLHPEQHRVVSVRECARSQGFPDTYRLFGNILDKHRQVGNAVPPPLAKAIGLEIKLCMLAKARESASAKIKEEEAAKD
# Starred values were filed as active, the others as inactive; i = inactive; / = not tested or not shown.
Structure | NadD block | LMPTP inh | SUMO1-SIM PPI | MT1-MMP act inh | Scp1 inh | Rpn11 inh | SKN-1 inh | CendR NRP1 mod | STEP inh | DNMT1 inh
O=C(NCc1ccccc1F)C1CCCN(C(=O)Nc2ccc(F)cc2)C1 (configuration not stated) | -3 | -1.0 | -3 | 3 | -5 | i | 3 | -5 | -1 | 4
O=S(=O)(N/N=C1\CC(c2ccccc2)Oc2ccccc21)c1ccccc1 (configuration not stated) | 9 | 3.5 | -3 | -7 | 15 | i | 15 | -18 | -2 | -3
O=C(Cn1c(=O)cnc2ccccc21)Nc1ccccc1N1CCOCC1 | 4 | 0.1 | -2 | 1 | -2 | i | -12 | -2 | -1 | 0
COc1ccccc1C(=O)N/C(=C\c1ccc2c(c1)OCO2)C(=O)NCCc1nc2ccccc2[nH]1 | -3 | -1.3 | -9 | -2 | -1 | i | 1 | 20 | -3 | -19
CC(=O)c1nn(-c2cccc(Br)c2)cc1C(=O)c1ccco1 | 3 | 0.9 | -4 | 3 | 0 | i | -7 | -7 | 1 | 3
CCN(Cc1ccncc1)C(=O)C(CO)c1ccccc1 (configuration not stated) | 3 | -0.9 | -2 | 1 | -6 | i | -2 | -6 | -2 | -1
Cc1cc2ncn(S(=O)(=O)N3CCOCC3)c2cc1C | -4 | -1.1 | 1 | 3 | -3 | i | -10 | -2 | 0 | 3
CCCC(CNC(=O)COC(=O)C1=NNC(=O)CC1)c1ccc(Cl)cc1Cl (configuration not stated) | 0 | -0.7 | 3 | 5 | -10 | i | 7 | 20 | 2 | 8

# (cont.)
Structure | NadD block | LMPTP inh | SUMO1-SIM PPI | MT1-MMP act inh | Scp1 inh | Rpn11 inh | SKN-1 inh | CendR NRP1 mod | STEP inh | DNMT1 inh
CC(=O)c1ccc(S(=O)(=O)N2CCN(C(=O)CCC3CCCC3)CC2)cc1 | -5 | 1.0 | 2 | -3 | 2 | i | -20 | -8 | 1 | 0
CCCOc1ccc(Cl)cc1CN1CCOCC1 | -8 | -2.6 | -3 | 0 | 0 | i | -3 | 7 | 3 | -1
CCCN1C(=O)C(NC(C)=O)c2cc(OC)ccc21 (configuration not stated) | 0 | -1.3 | -3 | 9 | -4 | i | -16 | 1 | 3 | -4
COc1ccc(C(C(=O)NC2CCCC2)N(C(=O)CNC(=O)c2ccco2)c2cccnc2)cc1 (configuration not stated) | 4 | -0.1 | 4 | 2 | -7 | i | 10 | -6 | -2 | 0
Fc1ccc(Oc2ccc3nnc(C(F)(F)F)n3n2)cc1 | 3 | 0.0 | -1 | 1 | -4 | i | 17 | 7 | -3 | 0
Cc1c(N=Cc2ccc(-c3ccc(Cl)cc3)o2)c(=O)n(-c2ccccc2)n1C | -2 | 4.0 | -14 | 0 | -8 | i | 11 | -1 | 6 | -5
Cc1ccccc1C(=O)N1CCC(C(=O)NCCc2ccc(S(N)(=O)=O)cc2)CC1 | -5 | -0.2 | 3 | -1 | -2 | i | -7 | 3 | -4 | 0
Cc1ccccc1-c1nc(CS(=O)(=O)CC(=O)Nc2cc(F)ccc2F)c(C)o1 | -8 | 1.3 | 0 | 0 | -14 | i | 14 | 6 | -1 | -11

# The list continues.
Structure | NadD block | LMPTP inh | SUMO1-SIM PPI | MT1-MMP act inh | Scp1 inh | Rpn11 inh | SKN-1 inh | CendR NRP1 mod | STEP inh | DNMT1 inh
CC(=O)N1CCOc2ccc(S(=O)(=O)N3CCC(C(=O)NCc4ccc(Cl)cc4)CC3)cc21 | -2 | -1.6 | -2 | 1 | / | i | 18 | 12 | -2 | 2
CN(CC(=O)Nc1ccc(Cl)c(C(F)(F)F)c1)C(=O)C1CCN(C(=O)c2ccc(Cl)cc2)CC1 | 0 | 1.4 | -2 | -1 | -12 | i | 8 | -1 | -2 | -6
C=CCOc1ccc(CNCc2cccnc2)cc1OCC | -1 | -1.2 | 1 | 0 | -9 | i | 10 | -4 | 0 | 5
COc1ccc2c(c1)nc(SCC(C)O)n2C (configuration not stated) | -2 | -1.0 | 1 | 2 | -2 | i | 1 | -4 | -4 | 0
COc1ccc(CCNC(=O)c2cc([C@@H](NC(=O)OC(C)(C)C)C(C)C)sc2N)cc1OC | / | 1.1 | -4 | -8 | / | / | 3 | -27 | / | /
Cc1ccc(NCCC(=O)c2cccs2)cc1Cl | -6 | 1.3 | -1 | -1 | -7 | i | -6 | 9 | 0 | -6
COc1ccc(C(=O)Nc2ccc(Cl)c(S(=O)(=O)Nc3ccccc3OC)c2)cc1 | 8 | 4.7 | 16 | -14 | -20 | i | 1 | -7 | 0 | -5
Cc1c(Cl)cccc1NC(=O)c1cc(C2CC2)on1 | 4 | 1.1 | 1 | -1 | -7 | i | 4 | 17 | 0 | 2

# (more compounds)
Structure | NadD block | LMPTP inh | SUMO1-SIM PPI | MT1-MMP act inh | Scp1 inh | Rpn11 inh | SKN-1 inh | CendR NRP1 mod | STEP inh | DNMT1 inh
COCCn1c(SCC(=O)NCc2ccco2)nnc1-c1c[nH]c2ccccc12 | 2 | -0.4 | -2 | -1 | 2 | i | -6 | -1 | 0 | 2
Cc1cccc(N(Cc2ccccc2)C(=O)CN2C(=O)NC3(CCCC3)C2=O)c1 | -7 | 0.6 | 2 | 0 | -1 | i | -6 | -6 | -2 | 0
Brc1ccc2ncc3ccccc3c2c1 | 1 | 0.5 | -3 | -12 | -2 | i | 26 | -12 | 2 | 3
O=C(CNc1ccccc1)N/N=C/c1ccc2c(c1)OCCO2 | -3 | -1.0 | -8 | -2 | -2 | i | -4 | 2 | -4 | 15
NC(=O)CSc1nnc2ccc(-c3ccc(Cl)cc3)nn12 | -1 | -0.9 | -34 | 2 | -13 | i | -7 | 6 | -1 | 1
O/N=C1\CCCc2ccc(Cl)cc21 | -1 | -1.1 | 3 | -3 | -6 | i | 14 | -2 | 0 | -6
O=C(COC(=O)/C=C/c1ccc2c(c1)OCO2)Nc1ccc(S(=O)(=O)N2CCCC2)cc1 | 0 | 2.6 | 4 | 4 | -18 | i | -4 | -4 | -1 | -11
COc1cccc(OC)c1OCCNCC1CSc2ccccc2O1 (configuration not stated) | -1 | -1.1 | -5 | -2 | -12 | i | -5 | 6 | 0 | 3

# Continuation:
Structure | NadD block | LMPTP inh | SUMO1-SIM PPI | MT1-MMP act inh | Scp1 inh | Rpn11 inh | SKN-1 inh | CendR NRP1 mod | STEP inh | DNMT1 inh
CCOc1ccccc1NC(=O)C1CCCN(S(=O)(=O)c2ccccc2)C1 (configuration not stated) | -5 | 0.4 | 0 | 0 | 4 | i | 14 | 6 | -1 | 0
COc1ccc2c(C)cc3nnnn3c2c1 | 1 | -2.1 | 0 | -3 | 4 | i | 19 | 6 | -1 | 5
CCOc1ccccc1N1CCN(CC(O)COCc2cccs2)CC1 (configuration not stated) | -9 | -1.4 | 3 | 2 | -6 | i | 12 | 0 | -1 | -1
CCN(CC)S(=O)(=O)c1ccc(/C=C/C(=O)OCC(=O)NC(=O)C2COc3ccccc3O2)cc1 (configuration not stated) | -7 | -0.7 | -3 | 1 | 5 | i | 18 | 10 | 0 | 9
CCCN(CC(=O)Nc1cccc(S(N)(=O)=O)c1)CC(=O)Nc1ccc(F)c(F)c1F | 0 | 2.0 | -1 | -1 | -11 | i | -5 | 0 | 0 | 0
CN(C)C(CNC(=O)c1coc2ccccc2c1=O)c1ccccc1 (configuration not stated) | -7 | -1.7 | 2 | -12 | -3 | i | -24 | -6 | -3 | 0
Cc1cc([N+](=O)[O-])nn1CC(=O)N(C)C1CCCCC1 | 3 | -1.5 | 4 | 0 | -5 | i | 12 | 4 | 2 | 0
CC(=O)c1ccc(N=Cc2c(O)n(-c3cc(Cl)ccc3N3CCOCC3)c(=O)c3ccccc23)cc1 | 6 | 4.2 | -8 | -7 | -14 | i | 9 | -3 | 7 | 86*

# Compound profiles, from the list above. Order of screens: NadD block	LMPTP inh	SUMO1-SIM PPI	MT1-MMP act inh	Scp1 inh	Rpn11 inh	SKN-1 inh	CendR NRP1 mod	STEP inh	DNMT1 inh
# CCCN(CC(=O)Nc1cccc(S(N)(=O)=O)c1)CC(=O)Nc1ccc(F)c(F)c1F as listed: 0	2.0	-1	-1	-11	i	-5	0	0	0
# Cc1cc([N+](=O)[O-])nn1CC(=O)N(C)C1CCCCC1 as listed: 3	-1.5	4	0	-5	i	12	4	2	0
# COc1ccc2c(C)cc3nnnn3c2c1 as listed: 1	-2.1	0	-3	4	i	19	6	-1	5
# CCOc1ccccc1N1CCN(CC(O)COCc2cccs2)CC1 (configuration not stated) as listed: -9	-1.4	3	2	-6	i	12	0	-1	-1
# CC(=O)c1ccc(N=Cc2c(O)n(-c3cc(Cl)ccc3N3CCOCC3)c(=O)c3ccccc23)cc1 as listed: 6	4.2	-8	-7	-14	i	9	-3	7	86*

# (more compounds)
Structure | NadD block | LMPTP inh | SUMO1-SIM PPI | MT1-MMP act inh | Scp1 inh | Rpn11 inh | SKN-1 inh | CendR NRP1 mod | STEP inh | DNMT1 inh
CCCCN(CCCC)c1nc(OC)nc(-n2nnc(C(C)=O)c2C)n1 | 0 | -0.2 | -2 | -4 | -4 | i | -2 | -9 | 13 | 1
Cc1ccc(S(=O)(=O)N(C)C)cc1NC(=O)c1cncc(Br)c1 | 1 | -1.9 | 1 | -33 | -5 | i | 4 | -4 | -2 | 2
O=C1CSc2ccc(S(=O)(=O)CCC(=O)NC3CCCCC3)cc2N1 | -2 | -1.1 | 6 | -5 | -7 | i | -14 | -6 | -1 | 0
CN(C)c1nc(N(C)C)n(C(=O)c2ccc(F)cc2)n1 | -6 | -0.9 | 2 | -5 | -11 | i | 7 | -6 | 2 | 1
COc1ccc(/C(O)=C2/C(=O)C(=O)N(Cc3cccnc3)C2c2ccncc2)cc1F (configuration not stated) | 0 | -0.8 | -5 | 0 | -12 | i | 1 | 8 | 4 | 2
CC(OC(=O)c1ccccc1NCCO)C(=O)NC1CCCCC1C (configuration not stated) | -1 | 0.5 | -1 | -1 | -3 | i | -4 | -4 | 1 | 0
COc1cccc(Nc2nc3ccccc3n2C(C)C)c1 | 2 | 6.0 | -1 | -1 | -5 | i | 0 | -4 | -2 | -5
O=C(c1ccccc1)N(Cc1ccccc1)Cc1ccccc1 | -5 | 1.1 | 0 | -4 | -11 | i | 6 | -12 | 0 | 1
O=C(OCc1cn([C@@H]2CN(Cc3cccs3)[C@@H](c3ccccc3)C[C@H]2O)nn1)c1ccccc1 | 1 | -0.6 | 1 | -1 | / | i | -14 | -25 | -1 | -2
CCc1cc2ccc(C)cc2nc1SCC(=O)Nc1c[nH]c(=O)[nH]c1=O | -3 | -2.1 | -2 | 0 | -1 | i | 5 | 9 | 2 | 16
